KAT2A inh: GCN5L2 (KAT2A) acetyltransferase inhibition. GCN5L2 HAT assay, ThioGlo1 CoA-SH fluorescence. Potency, µM (top dose mostly 58.9 µM), for inactives: at the top dose activity change, negative = inhibition, actives largely listed as inhibitors. Q92830. hit rate 0.21% among 390,000
Target sequence (Q92830 whole entry, looked up): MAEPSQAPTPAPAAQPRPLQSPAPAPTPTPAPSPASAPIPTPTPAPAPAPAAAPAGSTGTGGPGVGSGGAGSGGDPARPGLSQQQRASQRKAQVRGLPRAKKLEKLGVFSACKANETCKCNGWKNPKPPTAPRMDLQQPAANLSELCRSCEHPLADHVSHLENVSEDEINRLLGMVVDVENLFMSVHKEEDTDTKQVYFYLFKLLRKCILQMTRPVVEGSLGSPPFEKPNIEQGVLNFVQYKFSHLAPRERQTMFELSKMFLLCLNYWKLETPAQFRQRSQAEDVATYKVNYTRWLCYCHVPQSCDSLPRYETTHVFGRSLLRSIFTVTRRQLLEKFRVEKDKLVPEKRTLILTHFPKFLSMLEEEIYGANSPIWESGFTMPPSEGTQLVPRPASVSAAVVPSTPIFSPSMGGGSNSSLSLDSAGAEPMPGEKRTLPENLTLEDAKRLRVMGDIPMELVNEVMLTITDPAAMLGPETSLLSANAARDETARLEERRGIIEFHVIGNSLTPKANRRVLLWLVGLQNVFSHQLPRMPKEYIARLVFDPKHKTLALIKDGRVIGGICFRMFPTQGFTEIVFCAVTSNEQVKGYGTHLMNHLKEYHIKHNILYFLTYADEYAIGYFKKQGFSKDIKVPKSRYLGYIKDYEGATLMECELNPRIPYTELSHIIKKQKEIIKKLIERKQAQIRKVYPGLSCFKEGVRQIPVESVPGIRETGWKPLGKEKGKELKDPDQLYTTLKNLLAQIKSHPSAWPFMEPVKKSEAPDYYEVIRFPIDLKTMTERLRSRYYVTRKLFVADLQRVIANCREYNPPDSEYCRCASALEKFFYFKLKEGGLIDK
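Titration-based screen in which CoA formation is detected via maleimide probe ThioGlo1 (50uM) turning fluorescent on thiol reaction; substrates H3(1-25) 75uM and acetyl-CoA 70uM, GCN5L2 20nM, 20 min incubation at room temperature.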
DT40 TDP1 CPT: growth inhibition of DT40 Tdp1-/-;hTDP1 cells with camptothecin (screen for TDP1 inhibitors); chicken DT40 Tdp1-/-;hTDP1 cells + 20 nM CPT, ATP luminescence, 48 h; Potency, µM (highest dose often 46.2 µM), for inactives: at the highest dose activity change, negative = growth inhibition, hits mostly inhibitors; hit rate 12% among 420,000; note: nearly all actives have a fitted effect of over 55% in size
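Chicken DT40 Tdp1-/- cells complemented with human TDP1, 400 cells/well, exposed to compounds plus 20 nM camptothecin for at least 48 h at 37 C; viability read as ATP content by CellTiter-Glo luminescence.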
DT40 TDP1 no CPT: qHTS for Inhibitors of human tyrosyl-DNA phosphodiesterase 1 (TDP1): qHTS in cells in absence of CPT. DT40 Tdp1-/- hTDP1 cells, no CPT, ATP luminescence, 48 h. Potency, µM (top dose mostly 46.2 µM), for inactives: at the highest dose activity change, negative = growth inhibition, usual class: inhibitors. hit rate 15% among 420,000. AID 686978, 2013; note: nearly all actives have a fitted effect of over 55% in size
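Growth kinetics read by CellTiter-Glo luminescence after ≥48 hr at 37 °C. Cells: DT40 Tdp1-/- stably carrying human TDP1, 400 per well, compound exposure in the absence of CPT (DMSO vehicle).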
* = called active by the depositor; ? = inconclusive; . = not tested or not shown; & = joins results of further samples; [ ] = dose if it differs, or a comment. Calls come from the whole dose curve; as a rule, active = well fitted curve in the direction sought with a large enough effect; inconclusive = small, poorly fitted or top-dose-only effect, or another doubt; inactive = no such curve, though single readings can be large; an effect the other way counts as inactive or inconclusive. % is set by controls: 0 for no effect and ±100 for the full control effect; potency is the fitted concentration of half-maximal effect. Only part of the results is shown, so the mix of outcomes need not match the whole.

no.	structure	KAT2A inh	DT40 TDP1 CPT	DT40 TDP1 no CPT
1	C#CCOCCOCCOCCNc1nc(N2CCN(C(=O)C(CCC(=O)O)n3cc(C(N)CC(C)C)nn3)CC2)nc(N2CCN(C(=O)C(Cc3cc4ccccc4[nH]3)n3cc(C(N)Cc4ccc(O)cc4)nn3)CC2)n1 (centres undefined)	1%	-6%	11%
2	CC(C)N=C(NS(=O)(=O)NC(=O)c1ccccc1)c1ccccc1	0%	-2%	0%
3	Nc1nonc1-n1nnc(C(=O)N/N=C/c2ccccc2Cl)c1COc1ccc(F)cc1	-4%	1%	?
4	O=C(OCC(=O)N1CCOCC1)c1c(Cl)ccc(Cl)c1Cl	-1%	0%	7%
5	CCNCC(=O)Nc1ccc(N2CCOCC2)cc1	2%	-3%	12%
6	CC(=O)c1ccc(NC(=O)/C=C/c2ccc(C)o2)cc1	-12%	15µM*	?
7	COc1ccc(-c2oc3ncn4nc(COc5ccc(C)cc5)nc4c3c2-c2ccc(OC)cc2)cc1	11%	-3%	?
8	COc1ccc(S(=O)(=O)N2C[C@@H](O)COC[C@@H]3O[C@H](CC(=O)NCCCN4CCOCC4)CC[C@H]32)cc1	.	-5%	0%

Further structures follow.
no.	structure	KAT2A inh	DT40 TDP1 CPT	DT40 TDP1 no CPT
9	CCOc1cc(-c2ccc(OC(=O)c3ccc(OC)cc3)c(OC)c2)cc(=O)c2c(C)oc(C)c12	-25%	15µM*	18µM*
10	Cc1ccc(NC(=O)CN(C)C(=O)CNC(=O)c2cccs2)cc1	-7%	13%	-5%
11	COc1ccc(NC(=O)CCCNC(=O)c2ccc(Cl)cc2)cc1S(=O)(=O)N1CCCCC1	.	?	21µM*
12	COc1ccc(-c2cc(=O)oc3c(C)c(OCC(=O)NCC4CCC(C(=O)O)CC4)ccc23)cc1 (centres undefined)	5%	-25%	?
13	Cc1ccc(S(=O)(=O)N2CCN(C(=O)c3c(-c4ccccc4)noc3C)CC2)c(C)c1	-4%	18µM*	?
14	CC1(C(=O)NS(=O)(=O)c2ccc3ccccc3c2)CCN1C(=O)Cc1ccc(Cl)cc1Cl (centres undefined)	.	-15%	?
15	O=C(NCCCNC(=O)c1ccccc1Cl)c1cnccn1	2%	15%	-2%
16	CN(C)C(=O)c1ccc(-c2cc(Nc3ccccc3)ncn2)cc1	-10%	?	-29%

(list continues)
no.	structure	KAT2A inh	DT40 TDP1 CPT	DT40 TDP1 no CPT
17	CC1CC(C)CN(CCC(=O)Nc2ccc3c(c2)CCC3)C1 (centres undefined)	-1%	-21%	-22%
18	Cc1ccccc1S(=O)(=O)N1C(c2ccc(Cl)cc2)CC=C(C(=O)O)C1c1cccc(Cl)c1 (centres undefined)	.	-2%	0%
19	CCC1CCCCN1CCCNC(=O)c1ccc2c(=O)n(CCOC)c(=O)[nH]c2c1 (centres undefined)	-4%	-24%	3%
20	CCCC(=O)Nc1nnc(/C=C/c2ccc(OC)cc2)s1	-9%	-1%	-22%
21	CCC1(C2CCN(C(=O)c3cccc(F)c3F)CC2)NC(=O)N(CCc2scnc2C)C1=O (centres undefined)	.	9%	-5%
22	OC[C@@H]1CN(C2CCCC2)C[C@H](n2cnc3c(NC4CCC4)ncnc32)O1	.	0%	-14%
23	Cc1c(C(=O)NCC2CCCO2)oc2ccc3c(c12)C(=O)CC(C)(C)O3 (centres undefined)	-13%	-22%	?
24	CCOc1ccc(S(=O)(=O)N2CCCCC2)cc1NC(=O)C1CSC2(C)CCC(=O)N12 (centres undefined)	0%	-11%	?

Remaining list, next part
no.	structure	KAT2A inh	DT40 TDP1 CPT	DT40 TDP1 no CPT
25	O=C1c2cccc3cccc(c23)C(=O)N1c1ccc2ncccc2c1	-18%	-7%	-23%
26	CCCC(=O)NC1=C(Cl)C(=O)c2ccccc2C1=O	.	0.65µM*	0.65µM*
27	O=C(CSc1nnc(-c2cccnc2)o1)Nc1ccc(Cl)cc1	-6%	4%	10%
28	CCN(CC)S(=O)(=O)c1ccc2c(c1)c(=O)c(C(=O)N1CCN(c3ccc(OC)cc3)CC1)cn2C	-16%	-1%	?
29	O=C(NCCNC(=O)c1ccccn1)c1ccccc1	-1%	-1%	1%
30	CC(=O)Nc1ccc(SC[C@H](C)CN2CC[C@H](O)CCC2=O)cc1	-5%	-16%&-13%	-16%&0%
31	COC(=O)Cc1c(C)nc2nc(-c3cccnc3)[nH]n2c1=O	-3%	-9%	-8%
32	O=C(CNC(=O)c1ccccc1)OCCOc1cccc(Cl)c1	-12%	-5%	-10%

(next part)
no.	structure	KAT2A inh	DT40 TDP1 CPT	DT40 TDP1 no CPT
33	O=C(Cn1cccc1)Nc1ccc(F)cc1F	1%	-15%	-10%
34	OC[C@@H]1CN(Cc2ccc(F)cc2)C[C@H](n2cnc3c(N4CCCC4)ncnc32)O1	.	?	?
35	Cc1ccc(C(=O)Cn2c(NCCO)nc3ccccc32)cc1	-3%	3%	?
36	Cc1ccc(-n2c(=O)c3cccnc3n2CC(=O)Nc2cc(Cl)ccc2C)cc1	-11%	-15%	-21%
37	CCOC(=O)c1c(NC(=O)/C=C/C(=O)O)sc(C)c1-c1ccc(C)c(C)c1	-21%	?	?
38	Cc1ccccc1NC(=O)CSc1ccc(-c2ccc(-n3cccn3)cc2)nn1	-5%	-4%	8%
39	Cc1c(C(=O)Nc2ccc(F)c(F)c2)oc2ccc(S(=O)(=O)N3CCCCC3)cc12	-1%&-19%	23µM*	?
40	O=C(CSc1ccc(Cl)cc1)N1CCOCC1	0%	-9%	-9%

Later entries.
no.	structure	KAT2A inh	DT40 TDP1 CPT	DT40 TDP1 no CPT
41	Cc1ccc(/C=N/N2CCN(c3ccccn3)CC2)cc1	0%	1%	6%
42	CN(CC(=O)Nc1ccc(F)c(F)c1F)C(=O)CCCSc1nc2ccccc2[nH]1	1%	?	?
43	COC(=O)c1c(NC(=O)C2CC=CCC2C(=O)O)sc(C)c1C (centres undefined)	-3%[0.501 µM]	-28%	-48%
44	O=C(N=C1SC2CS(=O)(=O)CC2N1c1ccc(F)cc1F)C1CC1 (centres undefined)	-10%	-13%	18%
45	CC(C)(C)S(=O)N1Cc2cc(C(=O)NCCCN3CCOCC3)nc(-c3cccc(-c4cc5ccccc5o4)c3)c2[C@H]1CCO (some centres undefined)	.	?	?
46	COc1ccc(-c2nc(SC(C)C(=O)NCC3CCCO3)n[nH]2)cc1 (centres undefined)	-17%	8.2µM*	9.2µM*
47	O=C(NC(=S)Nc1ccccc1Br)c1ccco1	0%	5%	?
48	Cc1ccc(Nc2nc(C(=O)N3CCC(C(=O)NCCN4CCOCC4)CC3)cs2)cc1	1%	0%	-2%

(continued)
no.	structure	KAT2A inh	DT40 TDP1 CPT	DT40 TDP1 no CPT
49	O=C(OCC(=O)N1CCN(c2ccccc2)CC1)c1ccccc1NCCO	-23%	-21%	-12%
50	O=C(CSc1nc2nn(-c3ccccc3)c(=O)c-2c2n1CCCCC2)NCCc1ccccc1	0%	-1%	-17%
51	CNc1nc(Nc2ccc(C(C)=O)cc2)nc(OC(C(F)(F)F)C(F)(F)F)n1	-2%	?	23µM*
52	CSc1ccccc1NC(=O)C1(C)CCN1C(=O)Cc1ccc(Cl)cc1Cl (centres undefined)	.	?	?
53	O=C(CNC(=O)C(c1ccccc1)c1ccccc1)OCC(=O)c1cccs1	-5%	1.6µM*	1.5µM*
54	O=C(Nc1c2c(nn1-c1ccc(Cl)cc1)CS(=O)(=O)C2)c1ccc(Br)cc1	3%	23µM*	16µM*
55	NS(=O)(=O)c1cc(C(=O)OCC(=O)Nc2ccc(N3CCCCC3)cc2)ccc1Cl	-3%	-26%	19%
56	O=C(COc1ccccc1Cl)Nc1ccc(C(=O)O)cc1NC(=O)COc1ccccc1Cl	2%	3%	16%

(further entries)
no.	structure	KAT2A inh	DT40 TDP1 CPT	DT40 TDP1 no CPT
57	COc1cc(C=O)ccc1OCCOCCOc1ccc(Cl)cc1Cl	.	?	15µM*
58	COc1cccc(NC(=O)Nc2cnccn2)c1	-1%	-11%	-8%
59	CC(=O)c1cccc(NC(=O)COc2ccccc2)c1	-9%	?	8%
60	COc1ccc(CCNC(=O)CCn2c(=O)c3ccccc3n(Cc3ccccc3C)c2=O)cc1OC	-2%	15µM*	18µM*
61	COc1cccc(CNC(=O)CCC2CCCN(C(=O)c3csc(C(C)C)n3)C2)c1 (centres undefined)	-12%	?	?
62	CC(=O)Nc1cc(-c2ccc(F)cc2)cn2c(-c3ccc(F)cc3)cnc12	.	16µM*	18µM*
63	CCNC(=O)NNC(=O)C1CC(c2cccs2)=NO1 (centres undefined)	-13%	-10%	1%
64	COc1ccc(Cl)cc1NC(=O)CN1CCN(Cc2ccccc2)CC1	-3%	?	?

Following part.
no.	structure	KAT2A inh	DT40 TDP1 CPT	DT40 TDP1 no CPT
65	COc1cc(C(=O)Nn2c(O)c(C3=c4ccccc4=NC3=O)sc2=S)ccc1O	3%	1%	-4%
66	O=C(Nc1ccc(S(=O)(=O)NCc2cccnc2)cc1)c1ccccc1Cl	1%	13µM*	10µM*
67	O=C(Nc1ccc(-n2cnnn2)cc1)C(c1ccccc1)c1ccccc1	0%	-18%	-4%
68	Cc1cc(C)cc(NC(=O)CSc2nc3[nH]c(=O)cc(O)c3s2)c1	-8%	4%	3%
69	CC1CN(S(=O)(=O)N(C)C)CCN1S(=O)(=O)N(C)C (centres undefined)	0%	1%	-1%
70	Cc1cc(C)cc(NC(=O)CN2CCN(c3ccccc3)CC2)c1	-3%	-18%	?
71	CC(C)(C)C(=O)/C=C1\SCC(=O)N1CC(=O)N1CCN(c2ccccc2)CC1	-1%	-5%	?
72	Cc1ccc(C)c(Cn2c3ccccc3c3cnn(CC(=O)NCCC4=CCCCC4)c(=O)c32)c1	-1%	-5%	-10%

Further results:
no.	structure	KAT2A inh	DT40 TDP1 CPT	DT40 TDP1 no CPT
73	CN(C)CCNC(=O)c1cccc(S(=O)(=O)Nc2ccc(F)cc2)c1	-9%	6%	-17%
74	CCCCNC(=O)CSc1nccn1Cc1ccccc1	-1%	-14%	-16%
75	Cc1ccc2scc(N3CCCCC3C)c(=O)c2c1 (centres undefined)	-3%	-8%	-11%
76	CCn1c(CCC(N)=O)nnc1SCC(=O)Nc1cccc(S(=O)(=O)N2CCCC2)c1	-5%	1%	5%
77	CC(C)(C)c1csc(NC(=O)CSc2nc3ccccc3c(=O)[nH]2)n1	-1%	18µM*	23µM*
78	CC(C)(C)c1cc(-c2n[nH]c(=S)n2-c2ccccc2F)n[nH]1	-2%	-2%	2%
79	Cc1ccc(N/C(CSC(N)=O)=N/S(=O)(=O)c2ccccc2)cc1	-6%	1%	-1%
80	CCc1nn2c(NCCCO)cc(C)nc2c1-c1ccc(F)cc1	-4%	-20%	?

Later entries.
no.	structure	KAT2A inh	DT40 TDP1 CPT	DT40 TDP1 no CPT
81	COCON1C(=O)CN(C(C)=O)C1c1ccc(Cl)cc1Cl (centres undefined)	-1%	-12%	-13%
82	CC12CC[C@@](C(=O)O)(C(=O)C1=O)C2(C)C	.	20%[9.04 µM]	4%[9.04 µM]
83	CN(N=O)c1ccc(CC2CCc3ccccc32)cc1 (centres undefined)	.	2%	-2%
84	Cc1nn(C(C)C(=O)NC2CCCCC2)c(=O)c2nn(-c3ccccc3)c(C)c12 (centres undefined)	-1%	-13%	-32%

In another format: results already given
[73] CN(C)CCNC(=O)c1cccc(S(=O)(=O)Nc2ccc(F)cc2)c1
[74] CCCCNC(=O)CSc1nccn1Cc1ccccc1
[75] Cc1ccc2scc(N3CCCCC3C)c(=O)c2c1 (centres undefined)
[76] CCn1c(CCC(N)=O)nnc1SCC(=O)Nc1cccc(S(=O)(=O)N2CCCC2)c1
[77] CC(C)(C)c1csc(NC(=O)CSc2nc3ccccc3c(=O)[nH]2)n1
[78] CC(C)(C)c1cc(-c2n[nH]c(=S)n2-c2ccccc2F)n[nH]1
[79] Cc1ccc(N/C(CSC(N)=O)=N/S(=O)(=O)c2ccccc2)cc1
[80] CCc1nn2c(NCCCO)cc(C)nc2c1-c1ccc(F)cc1

assay / compound,73,74,75,76,77,78,79,80
KAT2A inh,-9%,-1%,-3%,-5%,-1%,-2%,-6%,-4%
DT40 TDP1 CPT,6%,-14%,-8%,1%,18µM*,-2%,1%,-20%
DT40 TDP1 no CPT,-17%,-16%,-11%,5%,23µM*,2%,-1%,?

[81] COCON1C(=O)CN(C(C)=O)C1c1ccc(Cl)cc1Cl (centres undefined)
[82] CC12CC[C@@](C(=O)O)(C(=O)C1=O)C2(C)C
[83] CN(N=O)c1ccc(CC2CCc3ccccc32)cc1 (centres undefined)
[84] Cc1nn(C(C)C(=O)NC2CCCCC2)c(=O)c2nn(-c3ccccc3)c(C)c12 (centres undefined)

assay / compound,81,82,83,84
KAT2A inh,-1%,.,.,-1%
DT40 TDP1 CPT,-12%,20%[9.04 µM],2%,-13%
DT40 TDP1 no CPT,-13%,4%[9.04 µM],-2%,-32%
